Screening results as filed in PubChem BioAssay.
yeast rad50 = NCI yeast anticancer drug screen, S. cerevisiae rad50 strain. growth inhibition, % at 50 µM. 79,000 compounds, 10% hits;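 further: 0% = growth of vehicle-only cultures of the same strain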
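Yeast carrying a defined DNA repair defect were exposed to test compounds, and growth was compared with vehicle-treated controls to give percent inhibition.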
yeast bub3 = NCI yeast anticancer drug screen, S. cerevisiae bub3 mutant strain. 78,000 compounds, 9.9% hits. % growth inhibition at 50 µM;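 further: 0% = growth of vehicle-only cultures of the same strain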
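Inhibition values come from growth of compound-treated mutant yeast normalised to vehicle-treated controls.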
yeast cln2 rad14 = NCI yeast anticancer drug screen, S. cerevisiae cln2 rad14 strain; growth inhibition, % at 50 µM; 78,000 compounds, 8.3% hits; AID 165, 2004;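 further: 0% = growth of vehicle-only cultures of the same strain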
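Compounds are applied to the cln2 rad14 yeast strain, and growth is then compared with that of vehicle-treated cultures to give inhibition.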
yeast mlh1 rad18 = NCI yeast anticancer drug screen, S. cerevisiae mlh1 rad18 strain. % growth inhibition at 50 µM. 79,000 compounds, 11% hits. AID 175, 2004;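 further: 0% = growth of vehicle-only cultures of the same strain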
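Inhibition values reflect reduced growth of mutant yeast versus vehicle-treated controls following compound exposure; the mutations affect DNA damage repair.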
yeast mec2-1 = NCI yeast anticancer drug screen, S. cerevisiae mec2-1 strain. growth inhibition, % at 50 µM. 79,000 compounds, 9% hits. AID 157, 2004;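 further: 0% = growth of vehicle-only cultures of the same strain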
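Cells of the genetically defined mec2-1 yeast strain are incubated with test compound. Inhibition of growth is calculated against vehicle-treated controls.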
sgs1 mgt1 = NCI yeast anticancer drug screen, S. cerevisiae sgs1 mgt1 strain; growth inhibition, % at 50 µM; 78,000 compounds, 10% hits;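 further: 0% = growth of vehicle-only cultures of the same strain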
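Yeast cells carrying a defined DNA-repair defect were exposed to test compounds. Growth inhibition was measured relative to vehicle-treated controls.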
An asterisk follows results filed as active; / = not tested or not shown. No stated cut-off is given here; in the data, active means growth inhibition above about 70%; inactive means the rest. Not a hit list; about 14% have a hit in one of these screens.

Sample of the layout, 21 compounds:
SMILES	yeast rad50	yeast bub3	yeast cln2 rad14	yeast mlh1 rad18	yeast mec2-1	sgs1 mgt1
C/C(=N/NC(=S)Nc1ccc([N+](=O)[O-])cc1)c1cccc(/C(C)=N\NC(=S)Nc2ccc([N+](=O)[O-])cc2)n1	20	2	-7	14	0	35
O=[n+]1c2c(n([O-])c3ccccc31)CCCCC2	20	-8	-32	-3	-13	-2
CCCCN(C)CC(C)O (stereo not drawn)	-11	5	-24	-22	-12	-14
O=C1N=CN=C2C=CC(Cl)=C(I)C12 (stereo not drawn)	1	30	5	4	16	20
O=C(/C=C/c1cccc2ccccc12)c1ccccc1Cl	53	-7	17	35	-9	8
C/C(C=C(C#N)C#N)=C\c1ccc([N+](=O)[O-])cc1	78*	65	56	67	70*	65
Cc1ccc(NC(=S)N(CCC#N)C2CCCCC2)cc1	-8	6	7	1	-10	16
O=C(CBr)N1c2ccccc2S(=O)(=O)c2ccc3ccccc3c21	79*	77*	64	90*	87*	81*
COc1cc(/C=N/NC(=O)c2ccccc2)cc(OC)c1OC	14	/	/	6	-16	/
COc1ccc(/C=C2\C=Nc3ccccc32)cc1	13	34	10	5	-6	18
Cc1ncc(CSCC(=O)O)c(N)n1	4	-9	-9	-9	-16	-5
C=CCOc1ccc(-c2ccccc2)cc1C(=O)NC	1	43	9	22	6	5
O=C(Cc1nc2ccc(C(=O)c3ccccc3)cc2[nH]c1=O)C(=O)Nc1nc2ccccc2[nH]1	-23	-4	-18	10	19	-4
Cc1ncc([N+](=O)[O-])n1CCNC(=O)Cn1ccnc1[N+](=O)[O-]	16	-2	16	24	-6	11
COC1CCCCC(=NNC(N)=O)CCCC1 (stereo not drawn)	0	-7	-45	-1	-3	-13
CCSSC12CCCN1C(=O)C1CCCN1C2=O (stereo not drawn)	49	21	-40	20	41	9
O=C1C=CC(=Nc2ccc3c(c2)Cc2cc(NC(=O)C(F)(F)F)ccc2-3)O1	82*	88*	4	98*	96*	98*
Cc1onc(-c2ccccc2Cl)c1C(=O)Nc1ccccc1CC1c2ccccc2CCN1C (stereo not drawn)	8	13	17	13	-20	18
O=S(=O)(CCO)CCS(=O)(=O)CCO	-19	13	-57	-12	-10	-16
O=C(/C=C/c1ccccc1)c1ccc(NCc2nc3ccccc3[nH]2)cc1	71*	77*	85*	69	77*	84*
[CH3][Sn]([CH3])([O]C(=O)c1ccc2c(c1)OCO2)[O]C(=O)c1ccc2c(c1)OCO2	0	-10	-13	-10	-3	-11

All compounds of this part, from the first entry:
SMILES	yeast rad50	yeast bub3	yeast cln2 rad14	yeast mlh1 rad18	yeast mec2-1	sgs1 mgt1
C/C(=N/NC(=S)Nc1ccc([N+](=O)[O-])cc1)c1cccc(/C(C)=N\NC(=S)Nc2ccc([N+](=O)[O-])cc2)n1	20	2	-7	14	0	35
O=[n+]1c2c(n([O-])c3ccccc31)CCCCC2	20	-8	-32	-3	-13	-2
CCCCN(C)CC(C)O (stereo not drawn)	-11	5	-24	-22	-12	-14
O=C1N=CN=C2C=CC(Cl)=C(I)C12 (stereo not drawn)	1	30	5	4	16	20
O=C(/C=C/c1cccc2ccccc12)c1ccccc1Cl	53	-7	17	35	-9	8
C/C(C=C(C#N)C#N)=C\c1ccc([N+](=O)[O-])cc1	78*	65	56	67	70*	65
Cc1ccc(NC(=S)N(CCC#N)C2CCCCC2)cc1	-8	6	7	1	-10	16
O=C(CBr)N1c2ccccc2S(=O)(=O)c2ccc3ccccc3c21	79*	77*	64	90*	87*	81*
COc1cc(/C=N/NC(=O)c2ccccc2)cc(OC)c1OC	14	/	/	6	-16	/
COc1ccc(/C=C2\C=Nc3ccccc32)cc1	13	34	10	5	-6	18
Cc1ncc(CSCC(=O)O)c(N)n1	4	-9	-9	-9	-16	-5
C=CCOc1ccc(-c2ccccc2)cc1C(=O)NC	1	43	9	22	6	5
O=C(Cc1nc2ccc(C(=O)c3ccccc3)cc2[nH]c1=O)C(=O)Nc1nc2ccccc2[nH]1	-23	-4	-18	10	19	-4
Cc1ncc([N+](=O)[O-])n1CCNC(=O)Cn1ccnc1[N+](=O)[O-]	16	-2	16	24	-6	11
COC1CCCCC(=NNC(N)=O)CCCC1 (stereo not drawn)	0	-7	-45	-1	-3	-13
CCSSC12CCCN1C(=O)C1CCCN1C2=O (stereo not drawn)	49	21	-40	20	41	9
O=C1C=CC(=Nc2ccc3c(c2)Cc2cc(NC(=O)C(F)(F)F)ccc2-3)O1	82*	88*	4	98*	96*	98*
Cc1onc(-c2ccccc2Cl)c1C(=O)Nc1ccccc1CC1c2ccccc2CCN1C (stereo not drawn)	8	13	17	13	-20	18
O=S(=O)(CCO)CCS(=O)(=O)CCO	-19	13	-57	-12	-10	-16
O=C(/C=C/c1ccccc1)c1ccc(NCc2nc3ccccc3[nH]2)cc1	71*	77*	85*	69	77*	84*
[CH3][Sn]([CH3])([O]C(=O)c1ccc2c(c1)OCO2)[O]C(=O)c1ccc2c(c1)OCO2	0	-10	-13	-10	-3	-11
CCOC(=O)/C(C)=N/Nc1nn[nH]n1	4	-14	-29	8	6	-5
N[n+]1ccccc1	-9	-5	-37	-3	-7	-9
C/C(=C1/N=C(c2ccccc2)OC1=O)c1ccccc1	39	95*	76*	81*	70*	65
CCc1ccccc1NC(=O)COc1ccc(Cl)cc1	6	34	0	1	29	19
BC(=O)O	-2	10	-3	-19	-5	-8
CCOc1ccc(NC2=CC(=O)C(=O)c3ccccc32)cc1	13	9	-8	-21	-40	8
Cc1cc2nc3c(C(OC4OC(CO)C(O)C(O)C4O)C(O)CO)nn(-c4ccccc4)c3nc2cc1C (stereo not drawn)	-23	-27	0	1	-14	-35
O=S(=O)(OCC1C2CC3C(C2)C13)c1ccccc1 (stereo not drawn)	1	8	12	17	-2	6
NC1=NC(c2ccccc2)N=C(Nc2ccccc2)N1 (stereo not drawn)	37	15	-15	42	1	16
c1ccc(-c2cc(-c3ccccc3)nc(-c3ccncc3)c2)cc1	-16	2	14	-64	-35	3
Clc1ccccc1CCc1ccccc1Cl	-5	15	-65	-22	-7	9
Clc1cccc2[nH]ccc12	-6	-11	-10	-4	-3	-24
COc1cc2c(cc1OC)-c1nc(C)sc1CC2	10	15	-12	9	12	1
NCC(=O)NCCC(=O)O	3	-25	5	-5	-7	2
CCC1(C)N=C(N)Nc2nc3ccccc3n21 (stereo not drawn)	-10	0	-29	-18	0	-8
NC(=O)CC(N=C1C(=O)OC(C(O)CO)C1=NC(CC(N)=O)C(=O)O)C(=O)O (stereo not drawn)	-3	-1	-3	-3	-4	3
C=Cc1ccc(Cl)cc1	66	29	-8	24	20	12
NC(N)=N/N=C\c1c(-c2ccccc2)nc2sccn12	-36	-9	-26	-9	2	-28
CC(C)(C)c1cc(CO)cc(C(C)(C)C)c1O	-14	/	/	-21	-21	/
Nc1ccc2ccc3cccc4ccc1c2c34	90*	24	62	89*	0	48
CCCCCCCCCCCCCCCCS(=O)(=O)N/N=C(\c1ccc(C(C)C)cc1)N1CCOCC1	1	-2	9	6	-18	13
O=c1cccc(-c2ccccc2C(O)(c2ccccc2)c2ccccc2)[nH]1	-14	12	-63	-18	-4	1
O=C(O)C1Oc2cc3ccccc3cc2O1	30	23	20	24	16	20
Oc1c(Cl)cccc1-c1ccccc1	20	4	2	68	12	37
CCCCCCCCCCCCCCCC(=O)OC1C(O)C(CO)OC(OC)C1NC(=O)N(CCCl)N=O (stereo not drawn)	7	14	-11	-2	-8	-11
CCOC(=O)C1=CC(C)(C(=O)OCC)Nc2c(nc(OC)[nH]c2=O)N1 (stereo not drawn)	-29	-10	9	4	-1	-32
Cc1cc(=O)[nH]c2c(C)cccc12	4	0	-4	17	28	12
Cc1nc2ccccc2nc1CC(=O)c1ccccc1	43	54	18	43	15	48
COC(=O)c1c(-c2ccc(OC)cc2)c(-c2ccc(OC)cc2)[nH]c(=O)c1C#N	-44	1	11	-12	3	-19
O=C1CCC(=O)N1C(c1ccccc1)(c1ccccc1)N1C(=O)CCC1=O	-21	8	29	-7	12	-2
CC(=O)O[C@H]1C[C@]2(C)C(CCC3O[C@@]32C)[C@@]2(CC(c3ccoc3)OC2O)[C@@H]1C (stereo partly drawn)	-11	-23	-10	-13	-16	-30
O=C1/C(=C/c2ccccc2)CCCc2ccccc21	60	75*	20	75*	50	86*
N#CC1Nc2ccccc2[C@@H](O)C1O (stereo partly drawn)	17	6	11	-72	1	-8
C=C1CC2(CCS(=O)(=O)c3ccccc32)OC1=O (stereo not drawn)	26	47	37	49	61	69
CCOC(=O)/C=C/C(=O)NN	11	0	-26	6	-6	3
CN1NC(c2ccccc2)NN(C)C1=S	-20	-4	-17	3	-26	-12
CC(=O)OC1CC2C3CCC4(C)C(C)(CCC5(C)CCC(C)(C)CC54C)C3CCC2(C)C(C)C1=O (stereo not drawn)	-4	-5	-8	-28	-5	-18
CC(=O)Nc1ccc(/C=C(\C#N)c2ccc(Cl)cc2)cc1	-10	18	-10	7	6	-10
CC(C)(C)c1cc(CCC(=O)Nc2ccc(Cl)cc2)[nH]c(=S)n1	2	-6	-9	-15	-16	0

More records follow:
SMILES	yeast rad50	yeast bub3	yeast cln2 rad14	yeast mlh1 rad18	yeast mec2-1	sgs1 mgt1
O=C(O)Cc1[nH]c(=O)[nH]c(=O)c1CCl	-28	-19	-1	-18	-8	-10
COc1ccc(C2COc3c(ccc(O)c3O)C2)cc1OC (stereo not drawn)	25	33	56	40	44	40
OCC(O)Cc1ccccc1 (stereo not drawn)	-7	-2	-13	5	-13	3
CN(C)CCOc1ccc(Cl)cc1Cc1ccccc1	7	2	2	56	3	19
O=C1C(=O)C(c2ccccc2)(c2ccccc2)C(=O)N1c1ccccc1	30	16	50	-7	13	1
CCCCc1nc2c(OC)ccc(OC)c2nc1C	15	-7	-46	2	3	11
O=C(Nc1ccc(Cl)c(Cl)c1)C1C(=O)N(c2ccc(Cl)c(Cl)c2)C(=O)/C1=N\O (stereo not drawn)	24	-3	17	23	-4	11
CC1CCC(=O)NCCCCC(=O)N1 (stereo not drawn)	23	3	16	27	2	25
CC(=S)NNC(=O)c1ccncc1	-14	-20	-1	-15	6	-8
C(CCC[Si]12OCCN(CCO1)CCO2)CC[Si]12OCCN(CCO1)CCO2	6	-1	12	1	-2	20
CCOC(=O)c1cc(C)[nH]c(=O)c1C#N	-12	5	-5	3	-3	-5
COC(=O)c1ccc(OCc2ccc3nc(OC)c(OC)nc3c2)cc1	-32	-29	7	-37	-30	-50
CC(C)Cc1ncc(CCCN=C(N)N)[nH]c1=O	83*	82*	75*	33	78*	84*
[O-][n+]1nc(Cl)ccc1Cl	7	-8	7	10	-20	-10
COc1cc2c(cc1O)CCN[C@@]21CS[C@H]2c3c(OC(C)=O)c(C)c4c(c3C(COC1=O)N1C2C2c3c(cc(C)c(OC)c3O)CC([C@@H]1O)N2C)OCO4 (stereo partly drawn)	93*	93*	92*	92*	94*	93*
O=C(c1ccccc1)c1ccc2c(Cl)ccc(C(=O)O)c2c1C(=O)O	8	16	2	16	12	26
COc1ccc(/C(=N/N)c2ccccc2)cc1	4	-19	-42	-2	-41	-24
Cc1ccc(-c2cc(C(=O)NN)c(C#N)c(=O)[nH]2)cc1	11	-13	15	26	1	-1
O=c1[nH]c2ccc(C(F)(F)F)cc2nc1-c1ccccc1	-15	5	15	-38	-5	-58
CC(=O)Nc1ccc(S(=O)(=O)Nc2ccc3oc(=O)[nH]c3c2)cc1	6	15	5	17	6	11
Cc1cc(C)c(NC(=O)Nc2ccc(C(Cl)(Cl)Cl)cc2)c(C)c1	5	3	7	3	12	9
O=C(O)CCCSc1ccccc1	-12	-24	-9	-13	-24	-22
N#Cc1ccc(OC(=O)Nc2cccc(Cl)c2Cl)cc1	-4	1	16	-9	-25	3
Cn1cc(Br)c2ccccc2c1=O	14	-12	-30	-2	9	-10
N=c1oc2ccccc2cc1-c1nc2ccccc2[nH]1	70	34	28	17	32	48
CCCCCOC1OC(=O)C(Cl)=C1Cl (stereo not drawn)	65	55	62	44	37	63
